# Cneo AK release: Cryptococcus neoformans lysis via adenylate kinase release. C. neoformans lysis, adenylate kinase release luminescence, 4 h; normalised: neutral wells 0, clomiphene wells 100. lysis activity, % at 15 µM. 0.2% of 360,000 active. AID 651654;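 active means mean lysis activity across replicates of at least 80%, whatever share of replicates individually reach that level; inactive means mean lysis activity below 80%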
#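 read-out = cell lysis signal | test system = log-phase Cryptococcus neoformans yeast cells | input = cells at 5 × 10^6 per mL | medium = fresh YPD growth medium | signal = luminescent adenylate kinase detection reagent | timing = 4 h at 37 °C static, read 1 h later | dosing = single dose | controls = Clomiphene as positive lysis control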
# GSIS activator: primary screen for activators of insulin secretion dependent on glucose, INS-1E cells, GLuc reporter luminescence; INS-1E GLuc reporter insulin secretion, 2-3 h; activation, % at 16.6 µM; 0.61% of 370,000 active;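 active means lowest replicate activation of at least 40%, so every replicate reaches that level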;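 further: 0% = median of neutral control wells and 100% = median of IBMX positive control wells; some compounds called inactive have numbers as strong as hits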
# PGC1a acetyl inh: modulators of PGC1a acetylation; 0.17% of 350,000 active; U2OS PGC1a acetylation, AlphaScreen anti-acetyl-lysine; with virally co-expressed GCN5 acetyltransferase; inhibition, % at 15.6 µM;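 active means every replicate shows inhibition of at least 40%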;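 further: 0% = neutral control wells and 100% = positive control wells; some results beyond the cut were filed as inactive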
# Statin myotox sup: protects C2C12 myotubes from simvastatin toxicity; 0.78% of 330,000 active; ATP luminescence, 48 h; scaled: DMSO 0, geranylgeraniol control 100; rescue of ATP level, % at 7.49 µM; AID 602340;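 active means mean ATP rescue above about 67%, or every replicate alone reaching that limit, limit read from the data, passing the limit was not always enough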;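 further: myotubes were challenged with 10 µM simvastatin during compound exposure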
# PAX8 reporter: PAX8 transcriptional activity inhibition; inhibition, % at 12.6 µM; 1.2% of 360,000 active; RMG-I TPO-luciferase reporter, SteadyGlo, 24 h;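 active means mean replicate inhibition at least 60% with every replicate also reaching 60%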;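 further: luciferase light reporting Pax8 driven TPO promoter activity; plate controls were median of neutral control wells for no effect and mitoxantrone controls for full effect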
# LGR2 inh: blocks bursicon-induced cAMP signaling via Drosophila LGR2 | HEK293 LGR2, CRE-luciferase, bursicon-stimulated, 4 h | 0.35% of 380,000 active | inhibition, % at 9.99 µM;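 active means drop in luminescence signal, shown as inhibition above about 50% in the replicate tests, limit read from the data, passing the limit was not always enough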;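 further: agonist challenge used bursicon conditioned medium at about half maximal strength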
# ARNT TACC3 PPI: ARNT/TACC3 interaction disruption; AlphaScreen His-ARNT PAS-B/GST-TACC3 binding, luminescence; TACC3 fragment carries E629A point mutation; 0.66% of 390,000 active; Q9Y6A5; inhibition, % at 9.99 µM;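 active means mean inhibition of replicates at least 50% and at least half of replicates each reaching 50%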;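 further: 0% = complete ARNT plus TACC3 wells and 100% = ARNT alone without TACC3; many hits fall short of the cut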
# PglD DTNB: blocks C. jejuni PglD acetyltransferase activity. purified PglD enzyme, DTNB colorimetric CoA detection. inhibition, % at 12.5 µM. 0.098% of 360,000 active. AID 602405; in the data active means inhibition above about 16%, passing the limit was not always enough; further: strong numbers were not always called active
# The depositor's hits bear a star; nt = no result given; & = joins results of further samples.
Molecule	Cneo AK release	GSIS activator	PGC1a acetyl inh	Statin myotox sup	PAX8 reporter	LGR2 inh	ARNT TACC3 PPI	PglD DTNB
CC(=O)N1c2ccc(S(=O)(=O)NCC3CCC(C(=O)NCc4ccco4)CC3)cc2CC1C (stereo unspecified)	0.2	-0.4	8.9	5.2	51.6	-8.5	-6.6	4.4
Cn1c(=O)cc(OCCCC(=O)N2CCN(c3ccccn3)CC2)c2ccccc21	10.6	nt	-2.1	-9.1	10.0	nt	5.9	0.3
C[C@H]1CN([C@@H](C)CO)C(=O)c2cccc(NC(=O)Nc3cccc4ccccc34)c2O[C@H]1CN(C)Cc1ccc(C(=O)Nc2ccccc2N)cc1	nt	-7.6	-81.4	nt	38.6	21.6	nt	nt
CC(=O)N1CCCCN2[C@H](CO)[C@@H](c3ccc(-c4ccncc4)cc3)[C@@H]2C1	-20.6	5.8	3.0	-3.8	-6.6	3.4	-10.1	-1.9
CC(C)C#Cc1ccc([C@H]2[C@@H](CO)N3CCCCN(C(=O)c4ccc5c(c4)OCO5)C[C@@H]23)cc1	-1.4	-22.2	7.3	nt	16.2	23.0	6.2	-0.3
Cc1nc(C)c(/C(O)=C/c2nc3ccccc3oc2=O)s1	nt	-5.7	nt	nt	-17.7	-65.9	2.1	nt
CNC[C@H]1OCCCC[C@@H](C)Oc2ccc(NS(=O)(=O)c3cccs3)cc2C(=O)N([C@H](C)CO)C[C@@H]1C	-0.8	5.1	3.8	nt	4.0	-12.0	2.3	-5.4
O=C(NC[C@H]1N[C@H](CO)[C@@H]1c1ccc(-c2ccccc2F)cc1)c1ccccc1	7.7	0.1	-9.3	-3.9	8.0	-7.4	7.3	1.0
COc1cccc(C(=O)NCC(c2ccco2)N2CCc3ccccc3C2)c1 (stereo unspecified)	-1.2	11.8	6.1	-3.3	10.7	11.9	-3.1	3.7
CN1C[C@@H]2C(c3ccc(C(F)(F)F)cc3)C3(c4ccccc4)CC2(C3)[C@H]1c1ccccc1 (stereo partly specified)	-0.1	nt	4.4	7.3	-6.3	nt	5.5	0.3
C/C(=N\Nc1nc(N2CCOCC2)nc(N2CCOCC2)n1)c1ccc([N+](=O)[O-])cc1	nt	2.3	nt	nt	10.4	-33.2	15.4	nt
COc1ccc(OC)c(/C=C2\NC(=O)NC2=O)c1	nt	-44.1	nt	-0.8	-6.9	3.9	-9.7	nt
COc1cc(/C=C2/SC(=O)NC2=O)ccc1Oc1ccc([N+](=O)[O-])cc1[N+](=O)[O-]	nt	nt	7.3	nt	-7.0	4.2	7.4	nt
Cc1cc(S(=O)(=O)Nc2ccc(C(=O)NCCCN3CCOCC3)cc2)ccc1F	nt	3.1	nt	-5.7	-9.0	3.1	-3.7	nt
COc1ccc(C(O)c2cnc(C)n2Cc2ccccc2)cc1 (stereo unspecified)	1.0	4.1	2.1	4.0	-4.6	2.7	nt	4.9
CCOC(=O)C1CCCN(C(=O)CSc2nnnn2C)C1 (stereo unspecified)	0.1	1.5	8.2	-2.1	-0.6	1.9	-0.2	2.3
COc1ccc(OC)c(-c2csc(NC(=O)COC(=O)C3CC3)n2)c1	1.0	15.6	nt	-5.2	-3.2	-7.8	-0.6	-0.8
O=C(NNc1cc(Cl)ccc1Cl)c1cccs1	0.3	-2.5	10.8	nt	16.7	16.5	-0.5	4.7
CC(=O)Oc1ccc2c(=O)oc(-c3ccc([N+](=O)[O-])cc3)nc2c1	nt	-4.6	nt	1.0	-12.0	5.9	nt	nt
COc1cc(Cl)ccc1OCc1cc(C(=O)N(C)Cc2cn(C)nc2C)no1	-1.2	-7.5	nt	2.7	2.1	3.9	-0.8	-4.7
CN(CC1CCCN(CCc2ccccc2F)C1)C(=O)c1ccoc1 (stereo unspecified)	0.8	13.2	2.4	-5.6	-7.3	2.9	23.8	0.4
CC(C)(/C=N/O)/[N+]([O-])=C/c1ccccc1	-1.3	7.4	-14.1	nt	-7.8	-13.0	-2.6	1.6
O=C(O)CNc1ccccc1C(=O)O	0.6	18.2	1.7	nt	0.1	-5.0	-4.5	-1.8
Cc1cc(NC(=O)CSc2nc3cc(C)c(C)cc3cc2C)no1	1.1	2.9	13.1	25.5	0.9	-12.1	5.8	1.1

# Compounds shown so far with a thiophene ring, fused or not (2):
Molecule	Cneo AK release	GSIS activator	PGC1a acetyl inh	Statin myotox sup	PAX8 reporter	LGR2 inh	ARNT TACC3 PPI	PglD DTNB
CNC[C@H]1OCCCC[C@@H](C)Oc2ccc(NS(=O)(=O)c3cccs3)cc2C(=O)N([C@H](C)CO)C[C@@H]1C	-0.8	5.1	3.8	nt	4.0	-12.0	2.3	-5.4
O=C(NNc1cc(Cl)ccc1Cl)c1cccs1	0.3	-2.5	10.8	nt	16.7	16.5	-0.5	4.7

# Remaining list, next part:
Molecule	Cneo AK release	GSIS activator	PGC1a acetyl inh	Statin myotox sup	PAX8 reporter	LGR2 inh	ARNT TACC3 PPI	PglD DTNB
COc1ccc(Cl)cc1NC(=O)NN1CCN(C)CC1	3.9	-2.1	nt	nt	2.6	8.5	-0.5	-3.0
CN1C(=O)CCS(=O)(=O)C1c1ccc(Cl)c(Cl)c1 (stereo unspecified)	-0.9	8.1	nt	nt	-2.9	3.2	nt	-0.5
CN(C)c1cccc(C(=O)N2CCCC(CCC(=O)NCc3ccccc3F)C2)c1 (stereo unspecified)	1.3	18.8	-7.5	-10.8	6.9	-15.8	1.0	-1.0
CSc1nnc(-c2cccn(Cc3cccc(Cl)c3)c2=O)o1	nt	5.4	-10.2	nt	7.2	-10.0	-3.2	nt
CC(=O)Nc1ccc(NC(=O)C2CCCN2C(=O)Nc2cccc(F)c2)cc1 (stereo unspecified)	0.6	3.2	nt	8.7	-3.5	5.4	-4.9	6.0
COc1ccccc1C(C)Nc1nc(-c2cccnc2)nc2ccccc12 (stereo unspecified)	2.2	-7.0	nt	-44.7	40.0	-7.1	8.6	-7.0
Nc1nc2nccc(-c3ccco3)n2n1	nt	-1.9	0.9	5.4	-18.9	-10.6	-4.5	nt
N/C(=N\OC(=O)CC1CCCCC1)c1ccc([N+](=O)[O-])cc1	4.3	7.7	14.6	nt	-14.0	-25.9	-5.2	-2.5
Cc1cn(C2OC(COC(=O)c3ccccc3)C(O)C2Cl)c(=O)[nH]c1=O (stereo unspecified)	1.0	-6.3	2.7	-4.6	2.6	-0.3	-11.1	-0.2
C[C@@H]1CN([C@@H](C)CO)C(=O)c2cccc(NC(=O)c3nc4ccccc4s3)c2O[C@H]1CN(C)CC1CCCCC1	19.7	-30.3	18.3	5.9	nt	-17.3	14.3	-0.2
CN(C)c1ccc(S(=O)(=O)N2CCCCC2)cc1NC(=O)C1=NN(c2ccccc2)C(=O)CC1	-0.7	3.7	0.4	-16.1	-1.8	8.6	-1.1	0.4
CCOC(=O)CSc1nc(Nc2ccc3c(c2)OCO3)c2ccccc2n1	-0.1	-17.4	0.2	-0.4	nt	-0.5	7.3	0.1
CCCN(CC1CC1)S(=O)(=O)c1ccc(S(N)(=O)=O)cc1	-3.8	-6.2	nt	2.3	4.4	-6.2	3.8	-8.4
CCCNC(=O)C[C@H]1CC[C@@H]2[C@@H](COc3ccc(NC(=O)c4cc(F)cc(F)c4)cc3C(=O)N2C)O1	0.6	0.0	-3.9	-3.6	-5.3	18.4	-2.9	-2.6
CC(C)=C1C2CCC1C1C(=O)N(NC(=O)COc3ccc(C(C)(C)C)cc3)C(=O)C21 (stereo unspecified)	-1.3	nt	-14.5	-34.6	19.4	nt	4.1	-3.0
COc1ccc(N(C(=O)c2ccco2)C(C(=O)NC2CCCC2)c2ccco2)cc1OC (stereo unspecified)	-3.5	-0.8	nt	7.6	8.0	-2.1	-0.1	4.5
Clc1cccc(-c2ccc(/C=N/n3cnnc3)o2)c1	-0.2	nt	-5.6	24.7	nt	nt	-3.3	-0.5
C[C@H]1CN([C@@H](C)CO)C(=O)c2cc(Br)cnc2O[C@H]1CN(C)Cc1ccc(Oc2ccccc2)cc1	1.1	-7.8	0.5&0.3	-12.9	18.3	-9.2&-1.4	nt	-2.0
NS(=O)(=O)c1ccc(CCNC(=O)c2cc(-c3cccs3)nc3ccccc23)cc1	nt	9.6	4.8	nt	-5.0	14.5	-12.4	nt
Cc1nc2n(n1)C(c1ccccc1)C1=C(CC(c3ccco3)CC1=O)N2 (stereo unspecified)	-3.2	7.9	-7.8	20.2	2.8	nt	-13.4	-0.3
CC(C)CCn1c(Br)nc2c1c(=O)n(CC(N)=O)c(=O)n2C	5.3	nt	nt	nt	2.0	nt	-2.0	-0.9
O=C1OC(c2ccccc2)=C/C1=C/N1CCOCC1	-7.7	10.0	3.7	-8.1	nt	13.1	-0.2	3.2
COc1ccc(NC(=O)C(CCSC)N2C(=O)c3ccccc3C2=O)cc1 (stereo unspecified)	-1.1	nt	5.9	20.5	-7.8	nt	-1.0	-4.2
COC1=CC(=O)C(C2CC(=O)c3c(O)cc(O)cc3O2)=CC1=O (stereo unspecified)	nt	-4.0	nt	nt	-6.0	-1.5	10.8	nt
COc1ccccc1NS(=O)(=O)c1ccc(O)c(NC(=S)NCC2CCCO2)c1 (stereo unspecified)	-3.3	10.2	-0.3	-10.1	-15.4	-4.3	-6.2	2.7
CCCCn1nnnc1NCc1ccc(C)s1	1.7	nt	3.6	1.6	21.0	nt	-6.4	-2.6
O=C(NCCc1ccccn1)c1cc2ccccc2o1	-2.7	22.8	nt	-9.2	-111.1	-67.6	-3.9	2.2
Cn1c(=O)c([N+](=O)[O-])c(NCc2ccccc2)c2ccccc21	-2.3	nt	5.5	121.7*	nt	nt	-64.8	-2.4
Cc1cc(C)c2nc(SC(C)C(=O)NCC(=O)Nc3ccc(F)c(F)c3F)cc(C)c2c1 (stereo unspecified)	nt	-2.3	nt	nt	-3.6	7.8	-0.2	nt
CCCCNC(=O)C1CCC(CNc2nc(=S)[nH]c3ccccc23)CC1 (stereo unspecified)	0.9	-12.6	2.8	0.9	8.9	9.1	6.6	-2.6
c1ccc(-n2nnnc2CN2CCOCC2)cc1	-0.3	-1.2	nt	nt	11.7	-3.1	4.3	4.5
CSc1ccc(CN2C(=O)C(C)Sc3ccc(C(C)=O)cc32)cc1 (stereo unspecified)	-1.7	nt	-1.7	-3.3	-9.7	-2.2	nt	2.0
O=S(=O)(c1cnccc1N1CCN(/N=C/c2ccc(Br)cc2)CC1)N1CCCCC1	-0.5	nt	-0.9	-12.1	nt	nt	3.3	-4.3
COc1cccc(NC(=O)c2ccc3c(c2)N(CC(=O)N2CCOCC2)C(=O)C(C)(C)O3)c1	-2.6	16.0	nt	-7.4	23.4	11.3	3.2	2.7
Cc1cccc(-c2ccc([C@H]3[C@H](CO)N4C(=O)CN(C(=O)c5ccccc5)C[C@@H]34)cc2)c1	nt	-8.6	1.5	nt	-2.1	1.5	nt	nt
CC(C)(S)[C@@H](N)C(=O)O	34.6	6.2	-0.6	0.5	-8.3	9.3	1.9	-3.0
Cc1cccc(N2CCN(C(=O)CCS(=O)(=O)c3ccc(Br)cc3)CC2C)c1 (stereo unspecified)	0.7	-15.6	nt	-1.9	-9.8	2.7	nt	0.9
COc1cc(/C=C/C(=O)OCC(=O)NC2CCS(=O)(=O)C2)ccc1O (stereo unspecified)	-3.4	-5.4	-1.3	1.8	9.2	3.0	-9.4	2.1
Cc1sc2nc3n(c(=O)c2c1C)NC(=O)CC3	0.9	nt	0.3	0.5	nt	nt	16.7	-1.3
C[C@@H]1CN([C@H](C)CO)C(=O)c2cc(C#C[C@@H](C)O)cnc2O[C@@H]1CN(C)CC1CCOCC1	64.6	13.1	3.2	-11.0	-21.8	-4.9	-7.5	-4.3

# Rows are unselected (roughly 2.9% active in at least one column).
